GoLoco inh red – blocks human Gai1 binding to RGS12 GoLoco peptide, red readout. Potency, µM (top dose mostly 61.6 µM), inactives show at the top dose activity, negative = inhibition, hits mostly inhibitors. Gai1:RGS12 GoLoco peptide FP, rhodamine, 10 min. 230,000 tested, 0.44% active; active means well fitted inhibition curve with a large enough effect, not every such curve was filed as active; inactive means no such curve, though single readings can be large or run the other way; further: nearly all actives have a fitted effect of over 30% in size; many of its hits are not listed in these tables
Target sequence (P63096 whole entry, looked up): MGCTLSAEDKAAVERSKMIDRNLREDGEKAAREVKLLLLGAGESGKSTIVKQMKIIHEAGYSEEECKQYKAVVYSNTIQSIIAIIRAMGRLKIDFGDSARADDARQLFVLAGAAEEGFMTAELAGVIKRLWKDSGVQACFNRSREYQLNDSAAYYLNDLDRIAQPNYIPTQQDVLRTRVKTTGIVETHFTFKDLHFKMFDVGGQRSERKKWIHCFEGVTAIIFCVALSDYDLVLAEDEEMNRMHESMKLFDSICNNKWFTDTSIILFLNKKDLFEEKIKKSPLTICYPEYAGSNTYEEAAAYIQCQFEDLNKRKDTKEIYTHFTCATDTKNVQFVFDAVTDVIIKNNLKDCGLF
L3MBTL1 inh – L3MBTL1 (human) inhibition; 230,000 tested, 0.66% active; AlphaScreen L3MBTL1–H3K9me1 peptide binding; Potency, µM (top dose mostly 57.1 µM), for inactives: at the highest dose activity, negative = inhibition, most hits filed as inhibitors; Q9Y468; further: nearly all actives have a fitted effect of over 60% in size
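L3MBTL1 (50 nM) pre-complexed 30 min with biotinylated H3(1-15)K9me1 peptide (75 nM), then compounds added for 30 min at room temperature; AlphaScreen streptavidin donor/nickel chelate acceptor beads (10 ug/mL final) read after 30 min dark incubation.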
GAA glycogen – inhibitors or activators of human alpha-glucosidase glycogen cleavage; P10253; recombinant GAA, glycogen substrate, Amplex Red glucose oxidase fluorescence; Potency, µM (top dose mostly 76.4 µM), for the others: at the top dose activity change, negative = inhibition, most hits filed as inhibitors; 300,000 tested, 0.38% active;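 further: 0% = full enzyme reaction and -100% = no-enzyme basal signal; the screen sought inhibitors and activators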
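Natural-substrate format: glycogen cleavage by 4 nM human enzyme, glucose read by Amplex Red coupling (Ex 573, Em 610 nm). Normalized to enzyme and no-enzyme controls.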
GAA inh – inhibitors of human lysosomal alpha-glucosidase | P10253 | purified human GAA, 4-MU-alpha-glucoside fluorescence | Potency, µM (highest dose often 76.9 µM), for inactives: top-dose activity change, negative = inhibition, most hits filed as inhibitors | 200,000 tested, 0.005% active | AID 1466;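 further: plate controls were uninhibited enzyme wells for no effect and no-enzyme background for full effect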
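Endpoint fluorogenic read: 20 min room-temperature reaction of 4 nM human alpha-glucosidase with 400 uM 4-methylumbelliferyl-alpha-D-pyranoside, pH 5.0, quenched with 1M NaOH/1M glycine pH 10. AC50 from Hill modeling.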
TRb-SRC2 inh – disrupts binding of human TR beta to SRC2. P10828. TRbeta-SRC2 peptide binding, fluorescence polarization; receptor liganded with 1 µM T3. Potency, µM (doses to about 106 µM), for inactives: at the highest dose activity change, negative = inhibition, hits mostly inhibitors. 280,000 tested, 0.065% active;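 further: plate controls were bound peptide for no effect and peptide without receptor for full effect; nearly all actives have a fitted effect of over 50% in size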
Target sequence (P10828 whole entry, looked up): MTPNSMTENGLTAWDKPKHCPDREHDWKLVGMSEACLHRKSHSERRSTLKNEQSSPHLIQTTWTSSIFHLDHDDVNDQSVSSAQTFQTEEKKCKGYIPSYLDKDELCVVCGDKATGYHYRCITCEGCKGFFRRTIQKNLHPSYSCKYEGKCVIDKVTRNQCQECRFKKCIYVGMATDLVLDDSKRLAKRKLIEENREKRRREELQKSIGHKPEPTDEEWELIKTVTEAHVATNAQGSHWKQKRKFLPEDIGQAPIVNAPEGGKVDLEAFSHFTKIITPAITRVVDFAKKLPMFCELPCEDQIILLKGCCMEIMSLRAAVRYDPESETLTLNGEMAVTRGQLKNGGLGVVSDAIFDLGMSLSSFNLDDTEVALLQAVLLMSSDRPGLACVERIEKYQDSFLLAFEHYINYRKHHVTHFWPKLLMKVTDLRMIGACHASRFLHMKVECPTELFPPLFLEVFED
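Assay buffer: 20 mM Tris-HCl, 100 mM NaCl, 10% glycerol, 1 mM EDTA, 0.01% NP-40, 1 mM DTT, 1 uM T3, 5% DMSO; TRb LBD 0.6 uM, Texas Red SRC2 20 nM; FP after 5 hr.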
RECQ1 inh – blocks DNA unwinding by human RECQ1; P46063; RECQ1 DNA unwinding, red fluorescence kinetic read; Potency, µM (doses to about 57.3 µM), without a hit: at the highest dose activity, negative = inhibition, most hits filed as inhibitors; 240,000 tested, 0.54% active; AID 2549;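 further: plate controls were vehicle for no effect and no enzyme for full effect; nearly all actives have a fitted effect of over 30% in size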
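50 nM RECQ1T1 preincubated 15 min with compound in Tris pH 8.0 buffer with MgCl2, DTT, Tween-20 and 2.5 ug/ml poly(dI-dC); started with 200 nM TAMRA/BHQ-2 forked duplex and 2 mM ATP. Unwinding read as fluorescence (525/598 nm), two reads 2 h apart.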
GAA spleen mod – lysosomal alpha-glucosidase (human) modulation; human spleen homogenate, 4-MU-alpha-glucoside fluorescence; Potency, µM (top dose mostly 79.9 µM), for the others: at the highest dose activity change, negative = inhibition, most hits filed as inhibitors; 240,000 tested, 0.006% active; AID 2112;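 further: 0% = enzyme with vehicle and -100% = no enzyme basal signal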
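Human spleen homogenate (1 ug) incubated with compounds and 1 mM 4-methylumbelliferyl-alpha-D-glucopyranoside in pH 5.0 citrate/phosphate buffer, 37 C, 40 min. Stopped at pH 10; 4-MU fluorescence (Ex 365/Em 440 nm); AC50 by Hill fit.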
TexasRed fluor – Texas Red fluorescence interference in TRb-SRC2 counter-screen; TRb/SRC2 Texas Red total fluorescence interference; Potency, µM (doses to about 106 µM), for the others: top-dose fluorescence change, negative = quenching; 280,000 tested, 0.29% active; active means well fitted curve in either direction with a large enough effect; inconclusive means small, poorly fitted or top-dose-only effect
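Human TRβ ligand-binding domain (0.6 uM) and Texas Red SRC2 peptide (20 nM) in Tris buffer with 1 uM T3 and 5% DMSO were incubated with pinned compound for 5 hr at ambient temperature. Total fluorescence was computed as S + 2P (555/632 nm).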
Starred values were filed as active, the others as inactive; i = inactive; u = inconclusive; x = no result given; [ ] = dose if it differs, or a comment. Unless noted, the call rests on the fitted dose curve; in most records, active means well fitted curve in the direction sought with a large enough effect; inconclusive means small, poorly fitted or top-dose-only effect, or another doubt; inactive means no such curve, though single readings can be large; an effect the other way counts as inactive or inconclusive. Unless noted, on the % scale 0 is the no-effect control and ±100 the full control effect; potency means the concentration at half of the fitted maximal effect.

Letter code – A = GoLoco inh red; B = L3MBTL1 inh; C = GAA glycogen; D = GAA inh; E = TRb-SRC2 inh; F = RECQ1 inh; G = GAA spleen mod; H = TexasRed fluor
> COc1ccccc1C(=O)N/C(=C/c1ccc(Br)cc1)C(=O)N1CCCC1
  A: 5% | B: -23% | C: 4% | D: -11% | E: -4% | F: i | G: x | H: 0%

> O=C(COC(=O)c1n[nH]c2ccccc12)NC(=O)NC12CC3CC(CC(C3)C1)C2
  A: 7% | B: -9% | C: 0% | D: -3% | E: 6% | F: 1% | G: -2% | H: 1%

> CS(=O)(=O)N1CCN(c2ccc(NC(=O)c3cccnc3Cl)cc2)CC1
  A: -24% | B: x | C: 11% | D: -12% | E: -8% | F: i | G: -2% | H: -7%

> c1nc(NC2CCCCCC2)c2[nH]cnc2n1
  A: -2% | B: -13% | C: 11% | D: 0% | E: -11% | F: -2% | G: -7% | H: -3%

> O=C1C2C3C=CC(C3)C2C(=O)N1c1ccc2c(c1)CCC2 (stereo not drawn)
  A: 8% | B: 3% | C: 1% | D: -3% | E: -2% | F: -2% | G: -14% | H: -4%

> CCOc1ccccc1C(=O)N/N=C/c1c[nH]c2ccccc12
  A: 9% | B: x | C: 10% | D: 1% | E: 5% | F: -10% | G: 6% | H: -3%

> Cc1noc(C)c1C(=O)OCC(=O)Nc1cccc(S(N)(=O)=O)c1
  A: 10% | B: 7% | C: 14% | D: 2% | E: -2% | F: -4% | G: -3% | H: -2%

> O=S(=O)(NC1=NCCCCC1)c1ccc2sc(NS(=O)(=O)c3ccc4ccccc4c3)nc2c1
  A: -4% | B: x | C: -3% | D: x | E: 2% | F: -12% | G: 5% | H: -4%

> O=C(NN=C1CCCC1)NC1CCCCC1
  A: -4% | B: -1% | C: -8% | D: 1% | E: 4% | F: -15% | G: -9% | H: -3%

> CCCCC(=O)NC(c1ccco1)c1c(O)ccc2ccccc12 (stereo not drawn)
  A: 16% | B: -3% | C: -27% | D: u | E: -2% | F: 1% | G: 6% | H: 2%

> CCCC(O)(CCN1CCCCC1)c1ccc(OCC)cc1 (stereo not drawn)
  A: 7% | B: 2% | C: 4% | D: -20%[15.4 µM] | E: 3% | F: -4% | G: -6% | H: -1%

> COc1ccc(N2C(=O)C3C4C=CC(C4)C3C2=O)c([N+](=O)[O-])c1 (stereo not drawn)
  A: -4% | B: x | C: 6% | D: -9% | E: 1% | F: -17% | G: -5% | H: -1%

> CN(C(=O)CSc1nncc2ccccc12)C1CCCCC1
  A: 5% | B: -9% | C: 4% | D: 0% | E: -4% | F: -10% | G: 1% | H: 2%

> COCc1c(C(=O)Nc2nc(C)cs2)oc2ccccc12
  A: -7% | B: 10% | C: -7% | D: 13% | E: 3% | F: i | G: -5% | H: -2%

> CCN(CC)S(=O)(=O)c1csc(C(=O)Nc2ccccn2)c1
  A: 5% | B: 4% | C: -2% | D: -4% | E: 9% | F: -3% | G: 1% | H: -1%

> COc1ccc(-n2c(=O)c3c4c(sc3n3c(=S)[nH]nc23)CCCC4)cc1
  A: 1% | B: -1% | C: 0% | D: 1% | E: -4% | F: -1% | G: 6% | H: -4%

> CC(C(=O)O)N1C(=O)c2ccccc2C1=O (stereo not drawn)
  A: -2% | B: x | C: -14% | D: -4% | E: 6% | F: -6% | G: -1% | H: -1%

> CC1CCC2C(=O)N(c3ccccc3OC(=O)c3ccccc3F)C(=O)C2C1 (stereo not drawn)
  A: 33% | B: -6% | C: -1% | D: u | E: 7% | F: 2% | G: -1% | H: 0%

> CCOC(=O)c1c(/N=C/c2cc(C)ccc2O)sc2c1CCC2
  A: -1% | B: -8% | C: 10µM* | D: 2% | E: u | F: -8% | G: -5% | H: 2%

> CNC(=S)Nc1ccc(C(N)=O)cc1
  A: 10% | B: 47%[activator] | C: -10% | D: -8% | E: -5% | F: -3% | G: -11% | H: -7%

> NNC(=O)c1ccc(CSc2nc3ccccc3[nH]2)cc1
  A: 1% | B: x | C: -2% | D: -5% | E: -1% | F: i | G: -1% | H: 1%

> Cc1cc(Nc2cccc(F)c2)n2c(n1)nc1ccccc12
  A: 2% | B: 1% | C: -3% | D: 0% | E: 9% | F: -4% | G: -10% | H: 0%

> Cc1cc(N)n(-c2nc(-c3cccnc3)nc3ccccc23)n1
  A: 5% | B: -15% | C: -7% | D: -8% | E: 0% | F: -3% | G: -8% | H: -2%

> O=C(COc1ncnc2cc([N+](=O)[O-])ccc12)NC(=O)NC1CCCCC1
  A: 15% | B: -2% | C: -2% | D: -1% | E: 8% | F: i | G: 5% | H: -1%

> C/C(=N\NC(=O)c1c(Br)c(C)nn1C)c1ccc(NC(=O)C(C)Oc2ccc(Cl)cc2C)cc1 (stereo not drawn)
  A: 6% | B: 10% | C: 1% | D: -2% | E: -12% | F: -3% | G: -18% | H: -2%

> CCCc1nc2ccccc2n1CC(O)COc1ccc(NC(C)=O)cc1 (stereo not drawn)
  A: 3% | B: 0% | C: -13% | D: 0% | E: 1% | F: -19% | G: 2% | H: -5%

> O=C(N/N=C/c1cn(-c2cccs2)nc1-c1ccccc1)c1ccc(O)cc1
  A: 8% | B: -10% | C: -8% | D: -7% | E: 7% | F: i | G: 5% | H: -3%

> COc1ccc(-c2cc(=O)oc3cc(OCc4nn[nH]n4)ccc23)cc1
  A: 3% | B: 4% | C: 1% | D: 3% | E: 7% | F: 7% | G: -3% | H: 3%

> CCCc1ncc(C(O)c2ccccc2OC)n1C (stereo not drawn)
  A: -7% | B: x | C: 3% | D: 5% | E: 0% | F: -5% | G: 4% | H: -4%

> O=C(COc1ccc(Cl)cc1Cl)OCC(=O)N1CCCc2ccccc21
  A: -1% | B: 28% | C: 6% | D: -20% | E: 8% | F: -10% | G: -7% | H: 1%

> Cc1ccc(/C=N/NC(=O)c2ccc3nc[nH]c3c2)s1
  A: -1% | B: x | C: -12% | D: -3% | E: -3% | F: -17% | G: 4% | H: -1%

> CC(C)c1cc[n+](-c2nc([O-])sc2C=O)cc1
  A: -12% | B: -1% | C: 1% | D: -2% | E: -2% | F: 1% | G: -5% | H: -1%

> Cc1nc2c(F)c(F)c(C(F)(F)F)c(F)c2[nH]1
  A: 3% | B: 4% | C: 7% | D: u | E: -6% | F: -4% | G: 0% | H: -4%

> CC(=O)N(C)Cc1ccc(C(=O)CCl)cc1
  A: 6% | B: -12% | C: 2% | D: 1% | E: -2% | F: 9% | G: x | H: -1%

> CC(C)CC(N)C(=O)OCc1ccc([N+](=O)[O-])cc1 (stereo not drawn)
  A: -4% | B: -3% | C: 0% | D: 2%[15.4 µM] | E: -3% | F: -8% | G: -2% | H: 1%

> O=C(Nc1nc(-c2ccc3c(c2)OCCO3)cs1)c1ccc(S(=O)(=O)N2CCCCC2)cc1
  A: 7% | B: 5% | C: -6% | D: -1% | E: -2% | F: -13% | G: -6% | H: 2%

> COc1ccc(C(=O)N2CCCC(C(=O)N3CCN(c4ccccc4)CC3)C2)cc1 (stereo not drawn)
  A: -4% | B: 1% | C: 3% | D: x | E: 0% | F: -5% | G: 2% | H: -5%

> Cc1ccc(S(=O)(=O)Nc2cccc3ncccc23)s1
  A: 18% | B: u | C: -14% | D: 6% | E: -8% | F: 10% | G: -1% | H: -1%

> Cc1cccc(OC(=O)c2cncc(Br)c2)c1
  A: 0% | B: x | C: 2% | D: 5% | E: 0% | F: -18% | G: -2% | H: 1%

> O=C(CSc1nc2ncccc2[nH]1)c1ccc(F)cc1
  A: -2% | B: 2% | C: 4% | D: -8% | E: -1% | F: -18% | G: 0% | H: -6%

> CCOC(=O)Nc1nnc(/C=C/c2ccc(OC)cc2)s1
  A: 4% | B: 3% | C: -1% | D: u | E: 8% | F: -5% | G: 10% | H: 4%

> Cc1cnc(NC(=O)CSc2nnc(COc3ccccc3)o2)s1
  A: -3% | B: 7% | C: -2% | D: x | E: 2% | F: -1% | G: -5% | H: -2%

> N#Cc1c(N)nc2c(c1N)CC(=O)N2c1ccc(Cl)cc1
  A: 12% | B: x | C: 25% | D: u | E: -6% | F: -5% | G: -9% | H: -4%

> O=C(CSc1nc2c(c(=O)n1-c1ccc(F)cc1)SCC2)NCc1ccco1
  A: x | B: -5% | C: -6% | D: -10% | E: 3% | F: -1% | G: -6% | H: 2%

> Cc1ncoc1C(=O)N1CCc2c([nH]c3ccccc23)C1C1CCCCC1 (stereo not drawn)
  A: 1% | B: -4% | C: 0% | D: u | E: 4% | F: -15% | G: -19% | H: 1%

> FC(F)(F)c1cc(-c2ccccc2)nc(NCc2cccnc2)n1
  A: -1% | B: 6% | C: -3% | D: -12% | E: -6% | F: -6% | G: 1% | H: -3%

> COc1ccc(NC(=O)NCc2ccc3c(c2)OCO3)cc1
  A: 12% | B: -2% | C: 15% | D: 14% | E: 5% | F: 20% | G: -1% | H: -2%

> O=C(NCCCn1ccnc1)Nc1cccc2ccccc12
  A: -3% | B: u | C: 3% | D: 0% | E: -7% | F: i | G: 2% | H: -2%

> Cc1cc(OCC(O)CN)ccc1Cl (stereo not drawn)
  A: -10% | B: x | C: -1% | D: 1% | E: -7% | F: -14% | G: -6% | H: 3%

> C/C(=N\NC(=O)CC(C)C)c1ccc(N2CCCCC2)cc1
  A: 0% | B: -7% | C: 4% | D: 6% | E: -6% | F: -2% | G: -2% | H: 2%

> CC1CCCCC1NS(=O)(=O)c1ccc(S(=O)(=O)N2CCCC2)cc1 (stereo not drawn)
  A: -4% | B: 0% | C: -7% | D: -12% | E: -1% | F: -10% | G: 2% | H: 0%

Three entries picked at random from the list so far:
Letter code – A = GoLoco inh red; B = L3MBTL1 inh; C = GAA glycogen; D = GAA inh; E = TRb-SRC2 inh; F = RECQ1 inh; G = GAA spleen mod; H = TexasRed fluor
> COc1ccc(NC(=O)NCc2ccc3c(c2)OCO3)cc1
  A: 12% | B: -2% | C: 15% | D: 14% | E: 5% | F: 20% | G: -1% | H: -2%

> Cc1ccc(S(=O)(=O)Nc2cccc3ncccc23)s1
  A: 18% | B: u | C: -14% | D: 6% | E: -8% | F: 10% | G: -1% | H: -1%

> Cc1ncoc1C(=O)N1CCc2c([nH]c3ccccc23)C1C1CCCCC1 (stereo not drawn)
  A: 1% | B: -4% | C: 0% | D: u | E: 4% | F: -15% | G: -19% | H: 1%

Only part of the results is shown (hit frequency here may not be typical).
